# Compound activity as filed in PubChem.
# Cl transport mod: KCC2 (human) Cl- transport modulation | B-score of Tl+ flux slope (higher = more flux/activation; lower = inhibition) at 10 µM | KCC2 cells, thallium flux FluoZin-2 fluorescence | 190,000 compounds, 2.2% hits | Q9H2X9;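 active = thallium flux slope and its plate-corrected score both differing from the plate sample mean at a set confidence after two filtering rounds, in either direction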;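 note: slope of fluorescence scaled to starting intensity during 10 to 20 s after thallium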
# TNF necrop inh: blocks TNF-alpha induced death of Jurkat FADD-/- cells; Jurkat FADD-/- TNF necroptosis rescue, ATP luminescence, 24 h; 0 = TNF only, 100 = no-TNF cells; activation (protection from cell death), % at 10 µM; 220,000 compounds, 0.068% hits; AID 463075;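 active = activation, meaning protection from cell death, of at least 50% relative to plate controls; inactive = activation below 50%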;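 note: necroptosis triggered by 40 ng/mL TNF-alpha added together with compound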
# KLK5 inh: inhibitors of human kallikrein 5; Q9Y337; recombinant hK5, fluorogenic AMC substrate cleavage; inhibition, % at 5 µM; 210,000 compounds, 0.59% hits; AID 873;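 active = inhibition of 40% or more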;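 note: 0% = enzyme controls without compound and 100% = no-enzyme blanks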
# Target sequence (Q9Y337 67-293 limits assumed): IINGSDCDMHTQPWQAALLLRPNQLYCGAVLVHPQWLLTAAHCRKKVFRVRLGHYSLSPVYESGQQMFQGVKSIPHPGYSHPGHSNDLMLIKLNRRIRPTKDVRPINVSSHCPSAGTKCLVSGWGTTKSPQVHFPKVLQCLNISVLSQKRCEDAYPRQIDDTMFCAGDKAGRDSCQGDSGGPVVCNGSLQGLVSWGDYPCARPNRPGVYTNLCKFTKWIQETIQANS
# FXIIa inh 1536: blocks human coagulation factor XIIa protease activity. 220,000 compounds, 0.3% hits. inhibition, % at 5 µM. purified FXIIa, Boc-QGR-AMC fluorogenic substrate, 2 h. P00748. AID 800; in the data active = inhibition above about 40%;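 note: 0% = enzyme with no compound and 100% = blank without enzyme; many of its hits are not listed in these tables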
# FXIa inh: factor XIa (human) inhibition; inhibition, % at 5 µM; purified FXIa, Boc-Glu-Ala-Arg-AMC fluorogenic substrate; 220,000 compounds, 0.14% hits; AID 798;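 active = inhibition of at least 40%; inactive = inhibition below 40%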;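 note: fluorescence of freed AMC excited at 355 nm; 0% = enzyme without compound and 100% = no enzyme blank; many of its hits are not listed in these tables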
# Rad51 HR inh: blocks human Rad51 in homologous recombination; Q06609; hRad51 DNA strand exchange, fluorescence dequenching; inhibition, % at 10 µM; 200,000 compounds, 0.085% hits; AID 1385;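 active = inhibition above 40% at the single screening dose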;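 note: 0% = DMSO control wells and 100% = blanks with heterologous ssDNA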
# Target sequence (Q06609 whole entry, looked up): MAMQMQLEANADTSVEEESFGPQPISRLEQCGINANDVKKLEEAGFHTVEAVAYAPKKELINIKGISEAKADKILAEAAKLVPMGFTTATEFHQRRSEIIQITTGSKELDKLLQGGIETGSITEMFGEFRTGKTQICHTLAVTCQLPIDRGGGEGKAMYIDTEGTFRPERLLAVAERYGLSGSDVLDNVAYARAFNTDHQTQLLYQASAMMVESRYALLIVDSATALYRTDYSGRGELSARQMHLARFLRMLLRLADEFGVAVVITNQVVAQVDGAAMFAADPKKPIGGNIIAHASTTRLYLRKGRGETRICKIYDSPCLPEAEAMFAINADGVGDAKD
#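 System: human Rad51 nucleoprotein filaments preassembled on unlabelled ssDNA. Reagent: labelled 47-mer dsDNA for strand exchange. Schedule: 30-min compound preincubation and 15-min exchange, both room temperature. Measured by: FRET fluorescence dequenching, excitation 485 nm, emission 520 nm. Read-out: Fluorescence-based percent inhibition, control- and blank-normalised. Benchmarks: plate controls and plate blanks.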
# thrombin 1536: inhibitors of human thrombin | P00734 | alpha-thrombin, Boc-VPR-AMC fluorogenic substrate cleavage | inhibition, % at 5 µM | 220,000 compounds, 0.26% hits;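 active = inhibition at or above 40%; inactive = inhibition below 40%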;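 note: 0% = enzyme with no compound and 100% = wells without enzyme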
#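 System – human alpha-thrombin protein · Reagent – Boc-VPR-AMC substrate, 15 µM final · Compound – 5 µM single dose in 0.2% DMSO · Schedule – reaction at room temperature · Technique – AMC fluorescence at 355 nm excitation and 460 nm emission · Read-out basis – % inhibition relative to enzyme controls and enzyme-free blanks · Control set – no-compound enzyme wells and no-enzyme blanks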
# zVAD death inh: blocks zVAD induced death of L929 cells; L929 zVAD necroptosis rescue, ATP luminescence, 24 h; with zVAD 60 µM; viability rescue, % at 10 µM; 220,000 compounds, 0.38% hits; AID 1377;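 active = activation, scaled between plate controls, above about 75%, limit read from the data; inactive = activation under that limit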;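 note: 0% = zVAD with DMSO and 100% = DMSO alone without zVAD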
# Hck-Nef inh: blocks Nef-activated human Hck kinase; P08631; Recombinant Hck-YEEI plus Nef, Z-Lyte FRET kinase assay; inhibition, % at 20 µM; 220,000 compounds, 0.68% hits; AID 463187;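 active = Hck-Nef kinase inhibition above about 50%, limit read from the data; inactive = inhibition below that limit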;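 note: 0% = DMSO with Hck plus Nef and 100% = Hck alone without Nef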
# Target sequence (P08631 whole entry, looked up): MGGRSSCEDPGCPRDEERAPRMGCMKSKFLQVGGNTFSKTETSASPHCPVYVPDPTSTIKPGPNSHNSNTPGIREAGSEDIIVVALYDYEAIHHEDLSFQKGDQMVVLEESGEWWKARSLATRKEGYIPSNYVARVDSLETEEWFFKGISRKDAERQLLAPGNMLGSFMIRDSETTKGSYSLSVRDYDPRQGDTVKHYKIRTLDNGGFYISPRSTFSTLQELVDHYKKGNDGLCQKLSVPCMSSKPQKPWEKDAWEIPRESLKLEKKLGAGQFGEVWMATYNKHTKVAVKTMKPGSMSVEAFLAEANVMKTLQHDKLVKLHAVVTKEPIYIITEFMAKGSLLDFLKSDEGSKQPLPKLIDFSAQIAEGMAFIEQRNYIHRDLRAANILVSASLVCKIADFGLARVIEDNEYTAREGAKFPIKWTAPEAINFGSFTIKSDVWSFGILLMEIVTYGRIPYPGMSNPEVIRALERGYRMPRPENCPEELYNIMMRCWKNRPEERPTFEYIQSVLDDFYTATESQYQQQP
# * = called active by the depositor; . = not tested or not shown.
canonical_smiles,Hck-Nef inh,Rad51 HR inh,thrombin 1536,TNF necrop inh,KLK5 inh,FXIa inh,zVAD death inh,FXIIa inh 1536,Cl transport mod
Cc1ccc(C(=O)NCCc2n[nH]c(=S)n2C)cc1,22,14,-4,0.5,-13,-6,1.2,2,-1.3
CC(/C=C1\SC(=Nc2cccnc2)NC1=O)=C\c1ccccc1,14,-19,-4,-8.4,8,5,5.8,2,-1.2
COc1ccc(S(=O)(=O)N(C)CC(=O)Nc2cccc(C(C)=O)c2)cc1,2,6,-23,-0.7,1,1,0.7,-5,-0.4
O=C(Nc1ccccc1C(=O)NCc1cccnc1)c1cccc([N+](=O)[O-])c1,5,21,-5,0.7,-5,-4,-0.4,5,-0.58
COc1ccc(Cl)cc1NC(=O)c1cnc2sccn2c1=O,0,0,-1,2.1,-5,5,1.5,10,-0.13
CCOC(=O)N1CCN(c2c(N3CCN(C(=O)OCC)CC3)c(=O)c2=O)CC1,-10,.,-8,0.4,1,1,1.1,5,0.14
COc1cc(C2NC(=O)NC(C)=C2C(=O)OC(C)(C)C)ccc1OCC(=O)O (stereo unspecified),1,-1,1,-1.6,-18,-9,0.1,9,0.24
O=C(O)c1cn(-c2ccc(F)c(F)c2)c2c(F)c(F)c(F)c(F)c2c1=O,-2,-6,3,-6.6,-17,3,-0.7,12,1.3
CCC(=O)NC(c1cccs1)c1cc([N+](=O)[O-])c2cccnc2c1O (stereo unspecified),1,-5,-7,0.0,-94,-2,0.4,7,1.1
Cc1oc2c(c1C(=O)NCCCC(=O)O)CCCC2,6,-6,-4,0.9,4,-5,-0.5,3,0.2
O=C(c1ccccc1)N1CCN(C(=O)c2ccccc2Br)CC1,-1,1,0,-0.3,2,6,-0.3,15,.
O=C(CSc1nc2c(c(=O)[nH]1)CCC2)Nc1cccc(Cl)c1,2,1,-1,0.5,2,-7,0.1,8,-2.6
CCC(C)(C)NC(=O)C(c1cccnc1)N(CCOC)C(=O)Cn1nnc2ccccc21 (stereo unspecified),1,0,3,-1.8,-10,1,-0.4,16,0.089
COc1ccc(CC(=O)NCc2nnc(SCC(=O)Nc3ccc(OC)cc3)n2C)cc1,-1,.,0,1.4,.,0,0.4,7,-0.37
Cc1cc(Br)ccc1OCCNCc1ccccc1,-24,-5,30,2.8,-2,2,0.0,7,-0.061
O=C1N/C(=N/N=C/c2ccccc2)SC1(c1ccccc1)c1ccccc1,1,2,5,0.8,-8,6,0.8,17,0.34
CC(=O)Nc1ccc(NC(=O)c2ccccc2N(C)S(C)(=O)=O)cc1,1,3,-11,0.0,-20,-6,0.3,-22,0.086
COc1cc(C)ccc1NC(=O)c1ccc(S(=O)(=O)N2CCOCC2)cc1,2,5,0,-1.4,-3,-1,0.1,13,-0.053
O=[N+]([O-])c1cccc(-c2nc(N3CCOCC3)c3ccccc3n2)c1,-4,5,-6,0.6,-2,5,7.4,.,-0.95
Cc1ccc(NC(=O)c2cc(N3C(=O)C=CC3=O)ccc2N2CCOCC2)cc1Cl,-5,-6,-4,1.2,-14,2,0.7,11,-0.26
Cc1ccc(S(=O)(=O)/C(=C\N(C)C)c2cnc(Cl)s2)cc1,13,5,1,-0.9,.,3,0.3,10,0.0036
Cc1nonc1OCCNc1ccc([N+](=O)[O-])cc1,1,.,-2,1.2,-14,3,0.7,9,0.41
COc1ccc(Nc2nc(N)nc(CSC(=S)N3CCOCC3)n2)cc1,23,-24,0,0.3,-4,-1,1.5,4,0.26
O=C(Nc1cccc(Cl)c1)c1ccc2c(=O)n3c(nc2c1)CCCCC3,4,.,-4,-2.0,3,22,17,9,.
CCN1CCN(c2ccc([N+](=O)[O-])c(Sc3nc4ccccc4[nH]3)c2)CC1,-2,5,-12,-8.2,-5,4,-1.0,14,-2.1
O=C1c2ccccc2C(=O)N1CCc1nc2ccccc2c(=O)n1-c1ccccn1,0,-5,10,-1.3,5,-2,-0.1,4,2.4
COc1ccc(C)c2sc(NNC(=O)COc3ccccc3)nc12,-2,17,9,0.3,-16,-1,1.5,7,0.45
Cc1ccc2cc(C#N)c(SCC(=O)Nc3ccc4sc(C)nc4c3)nc2c1,6,.,1,0.1,-3,-4,-0.4,3,.
O=S1(=O)N=C(N2CCOCC2)c2ccccc21,2,4,-3,-0.5,4,1,-0.2,3,0.39
Cc1c(C(=O)O)sc2nc(SCC(=O)Nc3ccc(S(=O)(=O)NC(C)(C)C)cc3)[nH]c(=O)c12,23,-3,-15,0.3,0,-3,1.2,6,0.64
Cn1cnnc1SCC(=O)Nc1ccc2nc(SCc3ccccc3F)sc2c1,-2,0,5,-1.4,-3,2,1.0,16,.
CCC(C)CN1CCC(CO)(Cc2ccccc2Cl)CC1 (stereo unspecified),17,.,-3,2.1,-6,-6,0.0,1,2.1
Cc1ccc(CNC(=O)CS(=O)(=O)c2ccccc2)cc1,-15,-6,-1,0.4,7,0,0.5,9,-0.74
NC(=O)CN1C(=O)C(O)(CC(=O)/C=C\C=C\c2ccccc2)c2ccccc21 (stereo unspecified),-1,3,-10,2.0,-23,10,0.5,14,-1.5
Cc1oc(-c2cccs2)nc1CN1CCN(CC(C)C)C(CCO)C1 (stereo unspecified),10,-13,-2,0.2,.,-1,0.5,7,0.15
CCOC(=O)c1ccccc1NC(=O)CN1CCC(n2nnc3cc(C(F)(F)F)ccc32)CC1,24,-6,-3,-2.0,2,-1,1.1,7,0.13
COc1ccc(/C=N/NC(=O)c2cccc(NC(=O)c3ccccc3)c2)c(C(=O)O)c1OC,-4,20,0,0.9,-8,6,0.1,11,0.85
Oc1ccccc1Nc1ncnc2c1oc1ccccc12,0,-6,0,-1.8,-3,-2,-0.2,8,.
Cc1ccc(C(=O)c2c[nH]cc2-c2ccccc2)cc1,7,-6,4,-0.3,-3,9,1.6,12,-0.02
Cc1ccc(OCC(=O)Nc2ccc(-c3nnc(-c4ccco4)o3)cc2)cc1,46,6,5,3.8,-6,3,10,17,.
Cn1c(=O)n(C)c2cc(NC(=O)c3cc4ccccc4o3)ccc21,0,10,-2,-8.0,-2,2,11,0,.
O=C(COc1nc2ccccc2nc1N1CCOCC1)NCC(F)(F)F,3,2,1,0.1,6,10,3.0,14,-0.82
COc1ccc(NC(=O)C(c2cc3c(cc2[N+](=O)[O-])OCO3)N(C)c2ccccc2)cc1 (stereo unspecified),2,1,0,1.6,1,3,-0.1,15,-3.1
COc1cccc(C(=O)Nc2cc(Cl)c(O)c(Cl)c2)c1,-21,.,-3,0.9,0,1,0.2,7,-0.077
COc1cccc(C(=O)Oc2cc(-c3ccccc3)no2)c1,0,1,0,0.5,-5,5,0.9,9,0.0049
COc1ccc(C(CC(=O)O)NC(=O)c2sc3ccccc3c2Cl)cc1 (stereo unspecified),1,5,-5,2.2,17,19,1.2,27,-2.5
CCOC(=O)c1oc2c(C)c(O)ccc2c(=O)c1-c1nncn1-c1ccccc1,-1,-2,3,-0.7,-9,5,-0.1,7,1.4
CCOc1ccc(Nc2nc(NCc3ccco3)nc(N)c2[N+](=O)[O-])cc1,8,-5,6,-0.5,3,2,-0.8,6,-0.26
CCOC(=O)N1CCC(NC(=O)CCc2c(C)nc3ncnn3c2C)CC1,0,5,-3,0.1,5,-20,0.4,12,.
COc1ccc(S(=O)(=O)N2CCCN(CC(=O)C(C)(C)C)CC2)cc1,-1,.,-6,-2.8,10,1,0.4,9,0.56
COC(=O)N/N=C\C=C\c1ccc2c(c1)OCO2,1,0,1,-3.9,-16,3,1.3,14,0.0069
CCN(C(=O)COC(=O)c1ccc2[nH]c3c(c2c1)CCCC3)C1CCS(=O)(=O)C1 (stereo unspecified),26,7,-3,0.6,-18,-1,2.7,6,-0.027
Cc1nnc(SC(C)C(=O)Nc2ccc(S(=O)(=O)N3CCCCC3)cc2)s1 (stereo unspecified),0,5,-3,0.4,1,-25,-0.2,7,0.27
FC(F)(F)c1cc(C(F)(F)F)c2ccc(N/N=C/c3ccccc3)nc2n1,-1,1,1,1.3,3,8,1.0,20,.
CCOC(=O)C(NC(=O)c1ccccc1OCC)(Nc1ncccn1)C(F)(F)F (stereo unspecified),1,4,1,-2.1,-10,3,-0.4,-4,-0.57
CCN(CC)c1ccc(C2NCC(c3ccc([N+](=O)[O-])cc3)O2)cc1 (stereo unspecified),8,-2,-4,-3.7,-7,9,-0.7,17,.
CCC(=O)Nc1cc(C(F)(F)F)ccc1N1CCCC1,23,13,-14,-0.8,1,5,1.5,15,-0.12
COC(=O)C(C)Sc1nc2c(c(=O)[nH]c(=O)n2C)n1CCC(C)C (stereo unspecified),2,-5,1,-3.2,-21,6,-0.1,9,-1.1
Cc1noc(NS(=O)(=O)c2ccc(NC(=O)c3cc(-c4ccccc4Cl)nc4ccccc34)cc2)c1C,-3,5,-4,1.6,-4,-5,2.2,6,1.4
C#CCNC(=O)C1=C[C@H](c2csc3ccccc23)C[C@H](OCCCCO)O1,3,9,-3,-1.8,1,-1,-0.4,10,-0.78

# Remaining list, next part.
canonical_smiles,Hck-Nef inh,Rad51 HR inh,thrombin 1536,TNF necrop inh,KLK5 inh,FXIa inh,zVAD death inh,FXIIa inh 1536,Cl transport mod
CCOc1ccc(C2C(=O)N(C3CCCCC3)CC(=O)N2CC2CCCO2)cc1OC (stereo unspecified),1,.,0,-0.8,-2,9,-0.4,9,.
Cn1nc(CC(=O)NC2CCCCC2)c2ccccc2c1=O,-2,-2,1,-2.1,-8,1,0.4,9,0.88
O=C(Cn1c(=O)oc2cccnc21)Nc1ccc(C(F)(F)F)cc1,19,23,-2,5.2,2,19,1.1,2,-0.25
O=[N+]([O-])c1ccc(Cl)c(S(=O)(=O)/N=C(/c2ccccc2)N2CCOCC2)c1,-2,.,-5,0.7,.,0,0.5,9,0.91
O=C1N=C(N2CCCCC2)SC1=C1CCCC1,3,-13,-11,1.0,-21,-2,0.2,1,-0.22
CCCc1c(O)c2ccccc2n(-c2ccccc2)c1=O,0,3,3,-1.9,-22,0,0.2,14,.
COCCSc1nnc(NC(=O)C2CCCO2)s1 (stereo unspecified),1,5,3,1.3,-20,4,1.0,3,0.24
Cc1nn(Cc2c(Cl)cccc2Cl)c(C)c1C(=O)NCc1ccc(C)n1C,4,-8,8,-1.6,-23,1,0.2,6,0.87
O=S(=O)(c1ccc2c(c1)OCCO2)N1CCC(O)(c2ccc(Cl)cc2)CC1,-3,-6,-5,-1.5,-9,6,-0.1,5,-2.6

# Single records (already shown):
# Cc1nn(Cc2c(Cl)cccc2Cl)c(C)c1C(=O)NCc1ccc(C)n1C is listed with Hck-Nef inh = 4; Rad51 HR inh = -8; thrombin 1536 = 8; TNF necrop inh = -1.6; KLK5 inh = -23; FXIa inh = 1; zVAD death inh = 0.2; FXIIa inh 1536 = 6; Cl transport mod = 0.87
# CCCc1c(O)c2ccccc2n(-c2ccccc2)c1=O is listed with Hck-Nef inh = 0; Rad51 HR inh = 3; thrombin 1536 = 3; TNF necrop inh = -1.9; KLK5 inh = -22; FXIa inh = 0; zVAD death inh = 0.2; FXIIa inh 1536 = 14; Cl transport mod = .

# This is a subset, so the mix of outcomes need not match the whole.
